Assay outcomes deposited in PubChem BioAssay by National Center for Advancing Translational Sciences (NCATS).
TCR activator – Activators of T cell receptors: qHTS campaign. Potency, µM (highest dose often 9.22 µM), for the others: at the top dose activation of IL-2 secretion, usual class: activators. 330,000 tested, under 10 active. AID 504894, 2011. primary human leukocytes, anti-CD3, IL-2 HTRF, 48 h; also: % of control where 0% means no effect
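Activity was scored as IL-2 release from primary human leukocytes given only a TCR signal (a-CD3 beads) plus compound for 48 hr. Detection used a two-antibody HTRF format read at 665nm.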
AT treatment – qHTS Assay for Identifying a Potential Treatment of Ataxia-Telangiectasia; […] A-T fibroblasts, KAP-1 phosphorylation AlphaLISA; neocarzinostatin DNA damage 30 min before lysis; Potency, µM (highest dose often 57.5 µM), for the others: top-dose activation, usual class: activators; actives 0.19% (n = 320,000); also: potency is read from the fitted curve at half-maximal effect; % of control where 0% means no effect; nearly all actives have a fitted effect of over 45% in size
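ATM-like activity read as KAP-1 phosphorylation via AlphaLISA donor/acceptor antibody pairs after lysis and 6 hr at 25C. Cells were ATM-null patient fibroblasts ([…], hTERT), dosed 60 min, then exposed to the DSB inducer NCS for 30 min.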
GALK inhibitor – qHTS Assay for Inhibitors of Human Galactokinase (GALK) | Purified GALK, Kinase-Glo residual ATP luminescence | Potency, µM (doses to about 57.5 µM), for the others: at the highest dose activity change, negative = inhibition, hits mostly inhibitors | actives 0.007% (n = 270,000); also: potency is read from the fitted curve at half-maximal effect; % is scaled to controls: 0 for no effect and ±100 for the full control effect
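ATP-depletion format; final 35 uM ATP, 100 uM D-galactose, 5 nM enzyme; pH 8.0 HEPES/Mg2+ buffer; 60 min RT; luminescence read 10 min after detection reagent.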
hERG WT inh – qHTS for Inhibitors of KCHN2 3.1: Wildtype qHTS. activity change, % at 1.84 µM. U2OS, BacMam KCNH2, thallium flux FluxOr; stronger effect = lower value. Voltage-gated inwardly rectifying potassium channel KCNH2 (Homo sapiens), Q12809. actives 0.37% (n = 340,000);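 active = maximum activity change below -70%; inconclusive = maximum activity change between -70% and -50%; inactive = maximum activity change above -50%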; also: % is scaled to controls: 0 for no effect and ±100 for the full control effect
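U2OS cells were transduced with wild-type KCNH2 virus (2.03 x 10^8 / mL) for 4 h at room temperature, then cultured overnight at 37 C. Thallium flux was read with FluxOr dye. Rate constants were normalized to DMSO controls.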
Coupling enz – qHTS Assay for Inhibitors of Fructose-1,6-bisphosphate Aldolase from Giardia Lamblia: Coupling assay counterscreen. coupling enzyme system counterscreen, AmpLite Red fluorescence. activity change, negative = inhibition, % at 58.2 µM, hits read low. actives 0.67% (n = 290,000); in the data active = activity change below about -30%; also: % is scaled to controls: 0 for no effect and ±100 for the full control effect
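First, compound is pin-transferred into glyceraldehyde-3-phosphate coupling-enzyme reagent at 57.5 uM final and held 10 min at RT. Next, substrate, coupling system and AmpLite Red are added. After 20 min RT, fluorescence (525/598 nm) is read.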
Tb PFK inh – qHTS Assay to Find Inhibitors of T. brucei phosphofructokinase | ATP-dependent 6-phosphofructokinase (Trypanosoma brucei brucei), O15648 | T. brucei PFK, ADP-Glo luminescence | Potency, µM (top dose mostly 57.5 µM), inactives show at the top dose activity, negative = inhibition, actives largely listed as inhibitors | actives 0.17% (n = 330,000);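 also: potency is read from the fitted curve at half-maximal effect; 0% = uninhibited 1x PFK enzyme wells and -100% = no-enzyme wells; nearly all actives have a fitted effect of over 60% in size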
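In TEA buffer at pH 8.0 with 5 mM MgCl2, enzyme (1.25 nM) converted F6P (0.5 mM) and ATP (0.1 mM) for 45 min at room temperature. ADP product was read by luciferase luminescence.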
TSHR antag – Antagonists of the Thyroid Stimulating Hormone Receptor: HTS campaign. Thyrotropin receptor (Homo sapiens), P16473. TSHR-expressing cells, TSH-stimulated cAMP HTRF, 2 h; stronger effect = lower value. activity change, negative = inhibition, % at 11.5 µM. actives 0.2% (n = 330,000);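 active = activity change below a set negative limit, meaning inhibition stronger than a set level, cut at about -70% in these data; inconclusive = activity change between two set negative limits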; also: % is scaled to controls: 0 for no effect and ±100 for the full control effect
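TSHR-expressing cells, 200/well, pre-treated with compound, then stimulated with EC80 TSH (4nM final) for 2 hours at 37 deg C. cAMP measured by competitive HTRF: anti-cAMP cryptate antibody in lysis buffer plus cAMP-d2, read after 30 minutes at room temperature.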
Giardia killer – Small Molecules that selectively kill Giardia lamblia: qHTS. Giardia lamblia trophozoite viability. activity change, % at 7.66 µM, hits read low. actives 0.15% (n = 340,000). AID 540267, 2011; in the data active = activity change below about -80%; inconclusive = between about -30% and that limit;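 also: parasites exposed to compound for two days anaerobically before the ATP read; % is scaled to controls: 0 for no effect and ±100 for the full control effect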
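Compounds were tested on trophozoites seeded at 100 cells/well and held 48 hrs at 37 deg C anaerobically. An ATP-based luminescent kit measured the remaining live cells.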
CXXC DNA block – qHTS Fluorescence Polarization Assay for Inhibitors of MLL CXXC domain - DNA interaction. Histone-lysine N-methyltransferase 2A (Homo sapiens), Q03164. MLL-CXXC / FITC-HOXA9 DNA fluorescence polarization. Potency, µM (series often up to 115 µM), without a hit: at the highest dose activity change, negative = inhibition, hits mostly inhibitors. actives 0.037% (n = 290,000); active = well fitted inhibition curve with a large enough effect in the polarisation, with a control signal flat, not every such curve was filed as active; inconclusive = small, poorly fitted or top-dose-only effect, or effect the other way, or a change in a side signal; inactive = no such curve, though single readings can be large or run the other way; the % refers to the polarisation; also: potency is read from the fitted curve at half-maximal effect
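Purified MLL-CXXC (added from a 7 uM solution) was preincubated 5 min at ambient with pinned compounds in 50 mM Tris-HCl pH 7.5, 50 mM NaCl, 1 mM DTT, 0.05% BSA. Fluorescein-labeled HOX-A9 DNA (50 nM solution) followed, 30 min, then polarization read.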
BCR signal inh – qHTS Assay to Find Inhibitors of Chronic Active B-Cell Receptor Signaling. Potency, µM (top dose mostly 46.1 µM), without a hit: at the highest dose ratio change, negative = lower green/red ratio, actives largely listed as inhibitors. AID 493014, 2011. ABC-DLBCL IkBa-CBG/CBR reporter, luminescence ratio, 4 h. actives 0.05% (n = 340,000); active = well fitted inhibition curve with a large enough effect in the signal ratio, with a control signal flat, not every such curve was filed as active; inconclusive = small, poorly fitted or top-dose-only effect, or effect the other way, or a change in a side signal; the % refers to the signal ratio;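 also: potency is read from the fitted curve at half-maximal effect; plate controls were basal doxycycline-induced cells for no effect and cells given 10 µM MG132 for full effect; MG132 reads +100%, hits lower the ratio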
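Doxycycline induced both beetle luciferases in TMD8 lymphoma cells; IKK-driven degradation limits the IkappaBalpha-fused green signal, while red luminescence normalises for cell number and nonspecific effects. Compounds tested up to 46 uM, 4 hrs.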
Active calls of the source: *; i = inactive; ? = inconclusive; nt = no result given; [ ] = dose if it differs, or a comment. Unless noted, calls follow the shape of the dose curve; as a rule, active = well fitted curve in the direction sought with a large enough effect; inconclusive = small, poorly fitted or top-dose-only effect, or another doubt; inactive = no such curve, though single readings can be large; an effect the other way counts as inactive or inconclusive.

SMILES | TCR activator | AT treatment | GALK inhibitor | hERG WT inh | Coupling enz | Tb PFK inh | TSHR antag | Giardia killer | CXXC DNA block | BCR signal inh
CCCn1c(SCC(=O)NCc2ccc(Cl)cc2)n[nH]c1=O | nt | 1% | -1% | 0 | 0 | 4% | 20 | 1 | 24% | -1%
CCOc1ccc(C(=O)NCC(=O)NCC(c2cccs2)N2CCOCC2)cc1 (stereo not drawn) | -2% | 5% | nt | -2 | nt | 7% | 0 | 8 | nt | 7%
O=C(Oc1cccc(-n2cnnn2)c1)c1ccccc1 | 2% | 6% | 1% | -7 | 5 | -2% | 2 | 6 | 219%[activator] | -1%
Cc1ccc(Sc2ncnc3onc(C)c23)c(C)c1 | -5% | 0% | 3% | 1 | 2 | -5% | 0 | -8 | 7% | -3%
CC1CCN(S(=O)(=O)c2cc3c4c(c2)CCN4C(=O)CC3)CC1 | 1% | nt | nt | 1 | nt | ? | 0 | -9 | nt | 3%
CNCC(=O)Nc1ccc(OC(F)(F)F)cc1 | -6% | 5% | 3% | 7 | 5 | -7% | 4 | ? | 2% | 4%
Cc1ccc2[nH]c3c(c2c1)CN(C(=O)CN1CCN(C(=O)c2ccco2)CC1)CC3 | nt | -7% | 7% | nt | 0 | -2% | 0 | nt | -9% | -11%
CCCCOc1ccc(NS(=O)(=O)c2ccc(-n3cnnn3)cc2)cc1 | 0% | -3% | -3% | -6 | nt | 0% | -13 | 22 | 12% | -1%
Cc1cccc(N2CSC3=C(C#N)C(c4ccc(C)o4)CC(=O)N3C2)c1 (stereo not drawn) | nt | -2% | -13% | nt | -18 | ? | -10 | nt | -12% | ?
O=C(Nc1ccc(F)c(Cl)c1)C1CCCCC1 | -4% | 18% | nt | -30 | nt | -1% | 5 | -5 | nt | 15%
CCN(C(=O)COC(=O)/C=C/c1cccc(Br)c1)C1CCS(=O)(=O)C1 (stereo not drawn) | -1% | 9% | -2% | -25 | nt | -2% | -2 | -7 | 11% | -1%
Cc1cc(OC(C)C(=O)NCC2CCC(C(=O)O)CC2)c2c(C)c(C)c(=O)oc2c1 (stereo not drawn) | 3% | -4% | nt | -7 | -1 | 6% | -4 | -6 | -3% | -1%
CCOC(=O)C1CCN(C(=O)COc2cc(C)c(Br)c(C)c2)CC1 | 0% | 7% | 2% | 16 | 1 | 5% | -27 | 5 | 1% | ?
CC(C)(C)[C@H]1COC(=O)[C@H](NC(=O)OCC2c3ccccc3-c3ccccc32)C/C=C\C[C@@H](CC(=O)N(CCO)Cc2ccccc2)C(=O)N1 | 13% | -2% | nt | -3 | nt | -4% | -9 | -23 | nt | ?
CSCCC(NS(=O)(=O)c1ccccc1F)C(=O)NCc1ccncc1 (stereo not drawn) | -1% | -7% | nt | -8 | nt | 0% | 8 | 11 | nt | 2%
CCOc1ccc(-c2cc(C(=O)NN=C3CCN(C)CC3)[nH]n2)cc1 | 3% | -6% | -3% | -2 | 1 | 1% | -15 | -4 | 20% | ?
O=C(NCC1CCCO1)c1cccc(NC(=O)c2ccc(Br)cc2)c1 (stereo not drawn) | -5% | -2% | -6% | -2 | 3 | -1% | 15 | -15 | 3% | ?
CCN(CC(=O)NCc1cccs1)c1ccc(S(=O)(=O)N2CCCC2)cn1 | 0% | ? | 1% | 4 | -4 | 8% | -10 | -13 | -7% | 4%
COC(=O)C(C)(C)ONC(=O)Nc1ccccc1 | -2%[46.1 µM] | 0% | -2% | -10 | 3 | 0% | 9 | -4 | -4% | 8%
COc1ccc(OC)c(NC(=O)CCC(=O)Nc2nnc(C(F)(F)F)s2)c1 | 5% | 4% | -2% | -19 | 0 | 2% | 0 | -4 | 6% | ?
COc1cc(CC(=O)NNC(=O)c2cc(C)oc2C)cc(OC)c1OC | -4%[46.1 µM] | -2% | 0% | -21 | 7 | 0% | 2 | -9 | 2% | -2%
Cc1ccc(C)c(-c2nnc(NC(=O)c3ccco3)o2)c1 | 4% | 3% | nt | -15 | nt | -4% | 1 | -5 | nt | ?
COc1cc([N+](=O)[O-])cc(/C=N/NC(=O)CC#N)c1O | nt | -4% | -1% | nt | -1 | 25% | -5 | nt | 4% | -12%
COc1ccccc1N1CCN(C(=O)c2ccc3[nH]c4c(c3c2)CCCC4)CC1 | 0%[46.1 µM] | -10% | 0% | 4 | 2 | -6% | 8 | 1 | -4% | ?
Cc1cc(C(=O)Nc2ccccc2C(=O)N2CCCCC2)ccc1[N+](=O)[O-] | -4% | 4% | 1% | i | -1 | 1% | -9 | 4 | -4% | ?
CN(CCCN1CCOCC1)C(=O)c1cc(COc2c(F)cccc2F)on1 | -3% | -6% | -5% | -5 | 1 | 1% | 37 | -7 | 9% | -2%
O=C(Cc1cccs1)N1CCN(S(=O)(=O)c2cccc([N+](=O)[O-])c2)CC1 | 2% | -1% | 3% | 4 | 0 | 1% | 2 | -18 | ? | 0%
CC(=O)Nc1cccc(NC(=O)COc2ccccc2C)c1 | -5% | -1% | 5% | -4 | 0 | -3% | 8 | ? | -7% | -18%
Cc1cc(F)ccc1S(=O)(=O)N(CC(=O)N1CCOCC1)CC(=O)N1CCOCC1 | -3% | 9% | nt | -1 | nt | 7% | -7 | -25 | nt | -2%
CCn1c(SCC(=O)NCCCN2CCCC2=O)nnc1-c1cccc(C)c1 | 5% | 1% | nt | -8 | nt | 0% | 15 | 18 | nt | 13%
O=C(NC(Cc1ccc(O)cc1)C(=O)O)c1ccco1 (stereo not drawn) | -1% | 11% | 0% | -2 | 0 | 2% | 3 | -12 | 0% | -1%
Clc1ncccc1-c1nc2ccccc2s1 | 2% | 2% | -1% | 0 | 1 | 0% | -6 | 11 | 5% | ?
N#Cc1nc(-c2cccc3ccccc23)oc1NCCN1CCCCC1 | -6% | 5% | -2% | -12 | 2 | -2% | 22 | 11 | 14% | ?
COc1ccc(NCCC(O)c2ccc(Cl)cc2)cc1 (stereo not drawn) | 4% | -9% | nt | -2 | -5 | -13% | 2 | -4 | -3% | ?
CC[n+]1c(C)n(C)c2cc(S(=O)(=O)N(C)C)ccc21 | 4% | 3% | 3% | 2 | 0 | -2% | 0 | 1 | -2% | 5%
CCCCNC(=S)Nc1ccc([N+](=O)[O-])cc1 | -1%[46.1 µM] | 3% | 0% | -9 | -2 | -15% | -11 | 9 | 7% | 3%
Cc1ccnc(NC(=O)c2cc3ccccc3o2)c1 | 10% | 6% | nt | -3 | nt | -5% | -7 | ? | nt | ?
O=C1CC(c2ccccc2)n2nc(NC(=O)C3CCCO3)nc2N1 (stereo not drawn) | 2% | -8% | -1% | 3 | 0 | 3% | -2 | 1 | 4% | -1%
COc1ccc(S(=O)(=O)N(Cc2cc3cc(C)ccc3[nH]c2=O)CC2CCCO2)cc1 (stereo not drawn) | -7% | 0% | 1% | -23 | 5 | 2% | -4 | -7 | -1% | ?
CN(C1=C(NC(=O)c2ccc(Cl)cc2)C(=O)c2ccccc2C1=O)c1ccccc1 | -8%[46.1 µM] | -6% | 5% | -153* | -55* | -4% | 8 | -6 | 0% | ?

3 entries out of the list above, sorted by their value in Tb PFK inh, ascending:
Compound	Tb PFK inh
Cc1ccnc(NC(=O)c2cc3ccccc3o2)c1	-5%
CCn1c(SCC(=O)NCCCN2CCCC2=O)nnc1-c1cccc(C)c1	0%
Cc1cc(C(=O)Nc2ccccc2C(=O)N2CCCCC2)ccc1[N+](=O)[O-]	1%

Next section
SMILES | TCR activator | AT treatment | GALK inhibitor | hERG WT inh | Coupling enz | Tb PFK inh | TSHR antag | Giardia killer | CXXC DNA block | BCR signal inh
Cn1cnnc1SCC(=O)NC1CCCc2ccccc21 (stereo not drawn) | 3% | 6% | 3% | 5 | 0 | 2% | 4 | -6 | 2% | 9%
COc1ccc(CC(=O)NNS(=O)(=O)c2ccc3ccccc3c2)cc1OC | -3%[46.1 µM] | 6% | 1% | 1 | 1 | 0% | 3 | 9 | -3% | -4%
N/C(=N\OC(=O)/C=C/c1ccccc1)c1ccc(Br)cc1 | 3% | 2% | 1% | -1 | 1 | 8% | -19 | 2 | -12% | -1%
Cc1[nH]c(C(=O)N/N=C/c2ccc(C(=O)O)cc2)c(C)c1C(=O)N/N=C/c1ccc(C(=O)O)cc1 | 8%[46.1 µM] | 8% | -3% | 9 | 0 | -3% | 5 | 13 | -1% | -17%

Compounds as they come; overall some 1.6% were active at least once.
